IP6K1 inhibitor: blocks human inositol hexakisphosphate kinase 1. activity change, % (series mostly up to about 58 µM). IP6K1 kinase, ADP-Glo luminescence, 2 h; active compounds read low. actives 0.81% (n = 140,000). Q92551. AID 1645851; in the data active = activity change below about -25%
Target sequence (Q92551 whole entry, looked up): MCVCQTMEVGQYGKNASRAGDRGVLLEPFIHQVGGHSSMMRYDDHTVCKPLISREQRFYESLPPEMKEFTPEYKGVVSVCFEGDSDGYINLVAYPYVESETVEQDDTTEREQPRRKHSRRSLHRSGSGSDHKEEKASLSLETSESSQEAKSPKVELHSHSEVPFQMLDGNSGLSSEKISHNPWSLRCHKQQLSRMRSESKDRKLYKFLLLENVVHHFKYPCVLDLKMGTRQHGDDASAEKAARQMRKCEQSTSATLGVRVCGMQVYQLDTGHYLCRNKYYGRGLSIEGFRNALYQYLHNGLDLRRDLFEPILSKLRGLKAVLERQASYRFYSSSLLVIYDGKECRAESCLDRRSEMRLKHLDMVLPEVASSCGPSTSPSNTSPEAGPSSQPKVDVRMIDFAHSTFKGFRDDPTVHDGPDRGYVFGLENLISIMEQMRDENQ
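ADP-Glo luminescence measures ADP made by human IP6K1 during a 2 h RT reaction with ATP/IP6 (mix at 1.3 mM/130 uM); top library doses 57.5 and 19.1 uM final.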
GPT2 inhibitor: blocks human glutamate pyruvate transaminase 2 | Recombinant GPT2, coupled pyruvate oxidase/HRP Amplex Red fluorescence | Potency, µM (top dose mostly 57.7 µM), without a hit: at the highest dose activity change, negative = inhibition, usual class: inhibitors | actives 0.25% (n = 100,000); note: potency is the fitted concentration of half-maximal effect; nearly all actives have a fitted effect of over 60% in size; many of its hits are not listed in these tables
Target sequence (Q8TD30 whole entry, looked up): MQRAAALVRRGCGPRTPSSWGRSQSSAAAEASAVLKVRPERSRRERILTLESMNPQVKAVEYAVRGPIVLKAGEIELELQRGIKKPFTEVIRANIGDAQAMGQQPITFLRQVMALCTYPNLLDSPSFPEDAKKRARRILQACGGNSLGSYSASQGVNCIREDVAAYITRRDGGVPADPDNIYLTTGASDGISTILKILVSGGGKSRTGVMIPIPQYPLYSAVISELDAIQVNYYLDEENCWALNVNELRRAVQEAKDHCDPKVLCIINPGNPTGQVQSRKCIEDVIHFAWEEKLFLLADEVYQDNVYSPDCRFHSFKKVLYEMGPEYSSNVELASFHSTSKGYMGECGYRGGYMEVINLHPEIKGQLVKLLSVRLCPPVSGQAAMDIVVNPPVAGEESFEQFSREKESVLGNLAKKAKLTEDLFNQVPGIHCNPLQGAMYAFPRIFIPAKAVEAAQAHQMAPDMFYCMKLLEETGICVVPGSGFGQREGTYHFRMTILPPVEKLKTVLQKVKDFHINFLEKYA
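Fluorescence of coupled pyruvate oxidase/HRP/Amplex Red system (50uM Amplex, 30 min, dark) reports pyruvate formed by GPT2. Enzyme reaction: 10ng/uL GPT2, 2mM L-alanine, 250uM a-KG, 30 min room temperature, pH 7.5; 50uM AOA control.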
Luciferase inh: inhibitors of firefly (Photinus pyralis) luciferase. P08659. purified P. pyralis luciferase, luminescence, biochemical. Potency, µM (top dose mostly 115 µM), without a hit: at the top dose activity change, negative = inhibition, hits mostly inhibitors. actives 2.5% (n = 76,000); note: potency is the fitted concentration of half-maximal effect; nearly all actives have a fitted effect of over 65% in size
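FLuc 10nM, D-luciferin 10uM, ATP 10uM, Mg acetate 10mM, Tris acetate pH 7.5, Tween/BSA; cpd qHTS; enzyme added last; CCD luminescence.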
3T3 cytotox: kills NIH 3T3 cells. NIH 3T3 viability, CellTiter-Glo ATP luminescence, 48-72 h. Potency, µM (titrated, usually from 96.7 µM), without a hit: at the highest dose activity change, negative = cytotoxicity, hits mostly inhibitors. actives 4.3% (n = 94,000). AID 1345082; note: potency is the fitted concentration of half-maximal effect; nearly all actives have a fitted effect of over 55% in size
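Cytotoxicity is measured as loss of cellular ATP: NIH 3T3 cells (400/well) are exposed to compound for 48 or 72 hr at 37 °C, then CellTiter-Glo luminescence is imaged after 10 min at room temperature.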
HEK cytotox: cytotoxic compounds in HEK 293 cells | Potency, µM (top dose mostly 115 µM), for inactives: at the top dose activity change, negative = cytotoxicity, usual class: inhibitors | HEK 293 viability, ATP luminescence (CellTiter-Glo), 48-72 h | actives 6.6% (n = 94,000) | AID 1345083; note: potency is the fitted concentration of half-maximal effect; nearly all actives have a fitted effect of over 60% in size
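Read-out: CellTiter-Glo ATP luminescence. Cells: HEK 293, 250 cells/well. Exposure: 48 or 72 hr, 37 degree Celsius.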
SNCA expr inhib: inhibitors of alpha-synuclein (SNCA) gene expression; actives 0.17% (n = 140,000); Potency, µM (series often up to 57.2 µM), without a hit: top-dose activity change, negative = inhibition, most hits filed as inhibitors; HEK-293 SNCA-luciferase knock-in, luminescence, 24 h;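 note: potency is the fitted concentration of half-maximal effect; plate controls were DMSO cells for no effect and cell-free wells for full effect; nearly all actives have a fitted effect of over 45% in size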
HEK293 viab: counter-screen for SNCA expression inhibitors: cell viability; HEK-293-SNCA-luc viability, GF-AFC fluorescence, 24 h; Potency, µM (highest dose often 57.1 µM), for the others: at the top dose activity change, negative = cytotoxicity, usual class: cytotoxic; actives 0.12% (n = 150,000); AID 1671193;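 note: potency is the fitted concentration of half-maximal effect; 0% = DMSO-treated cells and -100% = medium-only wells without cells; nearly all actives have a fitted effect of over 30% in size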
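HEK-293-SNCA-luc cells (1500/well) plated 24 h, then exposed 24 h to a dilution series; GF-AFC added 30 min at 37C, fluorescence 405/540 nm; normalised to medium-only and DMSO wells, Hill fit.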
* = called active by the depositor; i = inactive; ? = inconclusive; . = not tested or not shown; & = joins results of further samples; [ ] = dose if it differs, or a comment. Unless noted, calls come from the whole dose curve; as a rule, active = well fitted curve in the direction sought with a large enough effect; inconclusive = small, poorly fitted or top-dose-only effect, or another doubt; inactive = no such curve, though single readings can be large; an effect the other way counts as inactive or inconclusive. Unless noted, % is set by controls: 0 for no effect and ±100 for the full control effect. No enrichment for hits. About 7.8% of those tested had a hit in this group.

#1 Fc1ccc(CN2CCOC[C@H]2c2ncc(-c3ccc(F)cc3)[nH]2)cc1
#2 COc1ccc(-n2c(-c3ccc(C)cc3)cc3c2CC(C)(C)CC3=O)c(OC)c1
#3 COc1cc(NC(=O)O[C@@H]2CC[C@]3(C)C(CC[C@@H](O)[C@H]3CC(=O)N3CCC[C@H]3CO)[C@]2(C)CO)cc(OC)c1 (some centres not stated)
#4 Cc1ccsc1CN1CCOc2cc([S+](=O)([O-])N(C)C)ccc2C1
#5 Cc1cccc(S(=O)(=O)N2CC(C(=O)NC3CCCCC3)C3(CCOCC3)C2)c1 (configuration not stated)
#6 CCOC(=O)CCNC(=O)NCC(=O)N1CCCCCNC(=O)CC1c1ccccc1 (configuration not stated)
#7 Cn1nccc1OCc1cn2c(=O)n(C)cc(-c3ccccc3F)c2n1
#8 Cn1cc2c3c(cccc31)CN(C(=O)c1ccc(F)c(Cl)c1)CC2
Assay by compound	1	2	3	4	5	6	7	8
3T3 cytotox	?	.	i	?	?	-4.9%	-29.8%[138 µM]	?
SNCA expr inhib	-21.6%[87.6 µM]	?	34.5%[activator]	-4.1%[87.6 µM]	-7.5%	?	39.0%[activator][87.6 µM]	0.9%
GPT2 inhibitor	-6.1%[88.5 µM]	.	-7.6%	1.7%[88.5 µM]	0.3%	2.9%	?	4.7%
IP6K1 inhibitor	9.6	-9.9	-6.8	-10.1	25.7	-2.1	-8.0	1.6
Luciferase inh	-3.8%[172 µM]	.	4.1%	2.7%[172 µM]	1.6%	-2.7%	-1.0%[172 µM]	8.2%
HEK293 viab	-10.2%[87.6 µM]	-26.7%	1.7%	4.2%[87.6 µM]	-8.7%	-6.2%	3.4%[87.6 µM]	1.0%
HEK cytotox	?	.	i	?	-11.9%	4.1%	?	?

#9 Cn1c(CCC(=O)NC2CCOC2)nc2cc(S(=O)(=O)N3CCCC3)ccc21 (configuration not stated)
#10 COC[C@@H]1CN(C(=O)c2cccc(Cl)c2)C[C@H]1C(N)=O
#11 COc1cc(Cl)c(C)cc1NS(=O)(=O)c1c(C)nc2sccn2c1=O
#12 Cc1nc(C)c(C(=O)N2CCc3n[nH]c(=O)n3CC2)s1
#13 Fc1ccccc1OCc1nc(-c2ccc(-n3cccc3)cc2)no1
#14 Oc1ccc(-c2nc(C3CC3)nc3c2CN(Cc2ccccc2C(F)(F)F)CC3)cc1
#15 COc1cc(OC)c(NC(=O)CSc2cc(=O)n(C)c3ccc(Cl)cc23)cc1Cl
#16 C[C@@]1(O)CCN(Cc2cc(F)c(F)cc2F)C[C@H]1N1CCCC1
Assay by compound	9	10	11	12	13	14	15	16
3T3 cytotox	0.5%	-9.6%	.	i	.	?	.	-28.5%
SNCA expr inhib	?	-10.6%	-20.5%	2.4%	17.3%	14.9%&-8.8%	16.3%	7.2%
GPT2 inhibitor	-6.4%[11.5 µM]	i	.	i	.	?	.	i
IP6K1 inhibitor	23.2	3.4	-0.4	-2.0	20.7	10.9&5.2	-6.7	19.0
Luciferase inh	13.9%	1.9%	.	0.8%	.	-7.4%&1.4%	.	-13.2%
HEK293 viab	-7.0%	-3.1%	-0.9%	-2.9%	5.9%	7.9%&-7.1%	-4.6%	11.6%
HEK cytotox	-9.5%	-1.7%	.	2.9%	.	?	.	-13.0%

#17 COCCNC(=O)[C@H]1C[C@H](Oc2cccnc2)CN1C(=O)NC(C)C
#18 COc1ccc(-c2noc(-c3nnn4c3COC(c3ccc(F)cc3)C4)n2)c(OC)c1 (configuration not stated)
#19 COCCN1CC(CO)C2(CCN(C(=O)CC3CCN(C(C)=O)CC3)CC2)C1 (configuration not stated)
#20 Cn1nccc1C(=O)N1CCCC1C(=O)Nc1cccc(-n2cccn2)c1 (configuration not stated)
#21 CCOC(=O)c1ccccc1NC(=O)N(Cc1ccc(C)cc1)Cc1cccn1-c1nnc(N2CCCC2=O)s1
#22 O=C(Cn1cccc1-c1nc(-c2ccccc2)no1)NCc1ccc(F)cc1
#23 CCOC(=O)c1cnc2c(Cl)cc(Cl)cc2c1Nc1cc(C(=O)O)ccc1C
#24 N#Cc1cccnc1N1CCN(Cc2cn(-c3ccccc3)nn2)CC1
Assay by compound	17	18	19	20	21	22	23	24
3T3 cytotox	3.8%	2.4%	i	-8.9%	.	3.3%	.	-17.7%
SNCA expr inhib	5.4%	11.7%	5.8%	-19.9%	-7.2%	7.8%	-0.5%	-12.2%
GPT2 inhibitor	-8.4%	1.0%	3.9%	-18.6%	.	i	.	i[11.5 µM]
IP6K1 inhibitor	27.1	0.9	-14.2	17.4	-2.2	28.2	16.1	-12.3
Luciferase inh	2.3%	6.8%	9.6%	8.3%	.	0.0%	.	12.8%
HEK293 viab	4.2%	2.9%	-4.0%	-0.5%	-7.6%	-9.1%	1.5%	-2.3%
HEK cytotox	-8.3%	-0.5%	-5.6%	-5.2%	.	?	.	-29.4%

#25 CC(C)CNC(=O)c1ccc2nnc(-c3cccnc3)n2c1
#26 Cc1ccc(Cn2c3ccccc3c3cnn(CC(=O)Nc4cc(Cl)ccc4C)c(=O)c32)cc1
#27 CCCOC(=O)c1cccc(NC(=O)CSc2nnc3cc(C)c4ccccc4n23)c1
#28 CCOC(=O)C1CCN(C(=O)c2ccc3nnc(C4CCCC4)n3c2)CC1
#29 O=C(NCc1ccc(Cl)cc1)C(=O)Nc1cccc(Br)c1
#30 O=C1CCN(C(=O)[C@@H](Cc2ccccc2)NC(=O)C2CCCCC2)CCOCCN1
#31 O=C(Nc1cc(F)cc(F)c1)C1CCN(C(=O)c2ncn3c2COC(c2ccc(F)cc2)C3)CC1 (configuration not stated)
#32 COC(=O)c1cc(NS(=O)(=O)c2cc(Br)cc3c2N(C(C)=O)CC3)cc(C(=O)OC)c1
Assay by compound	25	26	27	28	29	30	31	32
3T3 cytotox	-9.2%[138 µM]	.	.	-30.9%	.	-21.7%	?	.
SNCA expr inhib	5.2%[87.6 µM]	6.6%	2.7%	5.6%	24.9%	?	9.2%	8.9%
GPT2 inhibitor	3.2%[88.5 µM]	.	.	4.9%	.	i	i	.
IP6K1 inhibitor	7.9	11.4	-14.9	-2.8	-1.7	-5.0	0.2	-10.4
Luciferase inh	.	.	.	.	.	-10.2%	35.5µM*	.
HEK293 viab	-6.3%[87.6 µM]	2.5%	0.9%	1.1%	0.5%	-5.4%	-3.8%	14.4%
HEK cytotox	4.0%[172 µM]	.	.	-10.5%	.	?	?	.

#33 O=C(CN1CCOCC1)N1CCC2(CC1)CN(C1CCC1)CC2CO (configuration not stated)
#34 O=C(Cn1c(=O)ccc2cc(S(=O)(=O)N3CCCC3)ccc21)NCc1ccc(F)cc1
#35 Cc1ccc(C2=NN(CC(=O)NCCC(C)C)C(=O)CC2)cc1
#36 Cn1ncc2c(C(=O)NCC(F)(F)F)cc(-c3cccc(C(F)(F)F)c3)nc21
#37 Cc1nn(-c2ccccc2)c2c1C(C(C)C)N(C1CN(C(=O)c3ccccc3F)C1)C2=O (configuration not stated)
#38 O=C(Cn1ncc(N2CCNCC2)cc1=O)NCCc1ccc(F)cc1
#39 CC(C)NC(=O)c1cc(-c2cccc(C(F)(F)F)c2)c2cccn2n1
#40 C[C@]1(CO)[C@H]2Cc3sc(NC(=O)c4ccco4)nc3[C@@H](CC(=O)NCc3ccccc3)[C@]2(C)CC[C@H]1O
Assay by compound	33	34	35	36	37	38	39	40
3T3 cytotox	3.6%	.	.	-15.3%	?	-5.2%	?	?
SNCA expr inhib	7.5%	-2.0%	6.1%	.	.	-7.8%	-23.9%	-0.6%
GPT2 inhibitor	i	.	.	.	.	-31.2%	i	-1.8%
IP6K1 inhibitor	6.2	-11.5	4.0	-2.8	4.3	3.3	-7.1	-7.8
Luciferase inh	-2.3%	.	.	.	.	-2.0%	.	-3.3%
HEK293 viab	1.4%[12.5 µM]	2.7%	0.1%	.	.	5.5%	-13.0%	1.1%
HEK cytotox	4.1%	.	.	-19.2%	?	-32.5%	35.5µM*	?

A draw from above in order of heavy-atom count, rising:
#29 O=C(NCc1ccc(Cl)cc1)C(=O)Nc1cccc(Br)c1
#35 Cc1ccc(C2=NN(CC(=O)NCCC(C)C)C(=O)CC2)cc1
#33 O=C(CN1CCOCC1)N1CCC2(CC1)CN(C1CCC1)CC2CO (configuration not stated)
#38 O=C(Cn1ncc(N2CCNCC2)cc1=O)NCCc1ccc(F)cc1
#36 Cn1ncc2c(C(=O)NCC(F)(F)F)cc(-c3cccc(C(F)(F)F)c3)nc21
#34 O=C(Cn1c(=O)ccc2cc(S(=O)(=O)N3CCCC3)ccc21)NCc1ccc(F)cc1
#37 Cc1nn(-c2ccccc2)c2c1C(C(C)C)N(C1CN(C(=O)c3ccccc3F)C1)C2=O (configuration not stated)
#31 O=C(Nc1cc(F)cc(F)c1)C1CCN(C(=O)c2ncn3c2COC(c2ccc(F)cc2)C3)CC1 (configuration not stated)
#40 C[C@]1(CO)[C@H]2Cc3sc(NC(=O)c4ccco4)nc3[C@@H](CC(=O)NCc3ccccc3)[C@]2(C)CC[C@H]1O
Assay by compound	29	35	33	38	36	34	37	31	40
3T3 cytotox	.	.	3.6%	-5.2%	-15.3%	.	?	?	?
SNCA expr inhib	24.9%	6.1%	7.5%	-7.8%	.	-2.0%	.	9.2%	-0.6%
GPT2 inhibitor	.	.	i	-31.2%	.	.	.	i	-1.8%
IP6K1 inhibitor	-1.7	4.0	6.2	3.3	-2.8	-11.5	4.3	0.2	-7.8
Luciferase inh	.	.	-2.3%	-2.0%	.	.	.	35.5µM*	-3.3%
HEK293 viab	0.5%	0.1%	1.4%[12.5 µM]	5.5%	.	2.7%	.	-3.8%	1.1%
HEK cytotox	.	.	4.1%	-32.5%	-19.2%	.	?	?	?

Further structures follow.
#41 Nc1nc(=O)n([C@H]2CSC(CO)O2)cc1F (some centres not stated)
#42 CC1(C)CCC(C)(C)c2cc(C3(c4ccc(C(=O)O)cc4)OCCO3)ccc21
#43 O=C(CCC1CCN(S(=O)(=O)c2ccccc2)CC1)NCc1cccs1
#44 Cc1ccc(C(=O)N2CCC3(CC2)CN[S+](=O)([O-])c2ccccc2N3)cc1
#45 O=C(N[C@H]1[C@H](O)[C@H](O)C[C@@H]1c1ccncc1)c1ccccn1
Assay by compound	41	42	43	44	45
3T3 cytotox	.	.	-25.5%	i	-14.7%[174 µM]
SNCA expr inhib	-1.0%	.	8.5%	-3.6%	17.5%[87.6 µM]
GPT2 inhibitor	i	i	-9.4%	i	-2.6%[88.5 µM]
IP6K1 inhibitor	.	-6.8	35.5	17.9	13.8
Luciferase inh	.	.	0.0%	-3.4%	-2.0%[172 µM]
HEK293 viab	-5.4%	-0.5%	3.3%	5.0%	6.2%[87.6 µM]
HEK cytotox	.	.	?	i	-11.5%[172 µM]

High-throughput results from PubChem.
